From PubChem
CHO-K1 Ca antag: M1 antagonist counterscreen hit in parental CHO-K1 cells; ATP-induced calcium, Fluo-8 fluorescence; inhibition, % at 3 µM; hit rate 0.6% among 360,000;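 active means inhibition above a per-plate cutoff, the plate's mean sample inhibition plus 3 SD, cut at about 24% in these data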;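 further: 0% = DMSO plus EC80 ATP and 100% = DMSO alone without ATP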
CHRM1 antagonist: human M1 muscarinic receptor antagonists, primary screen, CHO-K1 cells, Fluo-8 calcium fluorescence, 1536-well; inhibition, % at 3 µM; hit rate 1.3% among 360,000; Muscarinic acetylcholine receptor M1 (Homo sapiens), P11229; AID 588852, 2011; CHO-K1 hM1, ACh EC80 antagonist;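 active means percent inhibition above its own plate's cutoff, namely the mean of that plate's compound wells plus 3 SD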;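 further: peak over basal fluorescence ratio during 140 s after agonist addition; 0% = ACh EC80 plus DMSO and 100% = DMSO alone without agonist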
OXTR potentiator: human OXTR potentiators, primary screen, fluorescence, CHO-OTR cells, Fluo-8 calcium | hit rate 0.061% among 320,000 | Oxytocin receptor (Homo sapiens), P30559 | Fluo-8 calcium fluorescence, potentiator mode; 0% = oxytocin EC15, 100% = EC100 | activation, % at 3 µM | AID 2445, 2010;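 active means activation above that plate's cutoff, the mean activation of tested compounds plus 3 SD, cut at about 6.6% in these data, passing the limit was not always enough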;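 further: 100% uses oxytocin at 75 nM as the full agonist control; some results filed as inactive read as strong as hits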
Target sequence (P30559 whole entry, looked up): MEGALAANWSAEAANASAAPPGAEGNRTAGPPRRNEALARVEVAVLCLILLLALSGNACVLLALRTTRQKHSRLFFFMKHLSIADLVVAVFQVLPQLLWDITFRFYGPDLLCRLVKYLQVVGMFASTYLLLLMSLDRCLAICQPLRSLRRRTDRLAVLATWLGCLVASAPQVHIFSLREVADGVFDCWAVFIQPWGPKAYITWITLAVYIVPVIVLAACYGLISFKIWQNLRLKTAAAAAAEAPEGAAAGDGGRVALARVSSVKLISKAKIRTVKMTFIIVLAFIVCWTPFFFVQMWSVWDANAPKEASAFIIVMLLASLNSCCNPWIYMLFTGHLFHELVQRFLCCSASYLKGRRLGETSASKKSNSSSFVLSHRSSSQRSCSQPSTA
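test system = CHO-OTR cells, human receptor | compound = single-point 3.0 µM | schedule = 6 min compound pre-incubation at room temperature, 100 s kinetic read | signal = Fluo-8 no-wash calcium dye fluorescence, excitation 470-495 nm, emission 515-575 nm | repeats = single well per compound, singlicate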
TAAR1 antag: human TAAR1 antagonists, primary screen, Fluo-8 calcium fluorescence, CHO RD-HGA16 cells. Trace amine-associated receptor 1 (Homo sapiens), Q96RJ0. antagonist. inhibition, % at 3 µM. hit rate 1.5% among 360,000. AID 624466, 2012;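 active means inhibition above a per-plate cutoff, the mean inhibition of test compounds on that plate plus 3 SD, cut at about 49% in these data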;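 further: 0% = DMSO plus EC80 beta-PEA response and 100% = DMSO alone without agonist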
Target sequence (Q96RJ0 whole entry, looked up): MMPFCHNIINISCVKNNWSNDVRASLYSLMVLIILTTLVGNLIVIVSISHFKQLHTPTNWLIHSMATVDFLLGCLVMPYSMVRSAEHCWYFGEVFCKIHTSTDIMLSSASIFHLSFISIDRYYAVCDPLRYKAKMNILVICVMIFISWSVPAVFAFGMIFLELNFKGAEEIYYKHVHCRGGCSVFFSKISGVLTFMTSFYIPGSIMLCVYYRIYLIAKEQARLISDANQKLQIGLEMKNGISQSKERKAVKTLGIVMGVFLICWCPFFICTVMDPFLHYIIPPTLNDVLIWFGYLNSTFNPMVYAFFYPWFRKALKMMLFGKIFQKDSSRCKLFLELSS
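Test system: CHO RD-HGA16 cells bearing hTAAR1 | Reagent: β-PEA, EC80 | Compound dosing: 3 µM, single point | Schedule: Dye loading 75 min at 37 °C, then 30 min room temperature | Signal: Calcium fluorescence with Fluo-8 | Evaluation: Percent inhibition of PEA-evoked calcium signal, max/basal emission ratio | Control set: DMSO-only wells and EC80 β-PEA-stimulated wells | Repeats: Singlicate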
TAAR1 ag: human TAAR1 agonists, primary screen, Fluo-8 calcium fluorescence, CHO RD-HGA16 cells; Trace amine-associated receptor 1 (Homo sapiens), Q96RJ0; vehicle wells 0%, saturating PEA agonist 100%; activation, % at 3 µM; hit rate 0.99% among 360,000;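 active means activation above the mean activation of all test compounds in the run plus 3 SD, cut at about 38% in these data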
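System: CHO-derived RD-HGA16 cells with stable Gα16 and human TAAR1 / Times: 17-24 h plating, Fluo-8 75 min 37 °C, 30 min RT / Technique: calcium-sensitive Fluo-8 signal, excitation 470-495, emission 515-575 nm / Measure: % activation relative to PEA EC100 response / Benchmarks: DMSO and PEA EC100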
CHO parental Ca: ATP-evoked calcium signal inhibitors, parental CHO, primary screen, counter-screen for OX1R antagonist project, cell-based, fluorescence, Fluo-8 calcium dye; parental CHO-K1, ATP-induced calcium, Fluo-8 fluorescence; inhibition, % at 5.6 µM; hit rate 0.63% among 330,000; AID 463079, 2010;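 active means inhibition above that plate's mean sample inhibition plus 3 SD, cut at about 26% in these data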;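 further: 0% = ATP-challenged DMSO wells and 100% = DMSO wells without ATP; some compounds past the cut are filed as inactive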
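Assay system: parental CHO cells; Read-out basis: percent inhibition of ATP-evoked calcium rise, normalized to controls; Benchmarks: ATP and no-ATP DMSO wells; Compound dosing: single nominal dose of 5.6 µM per compound; Signal: Fluo-8 calcium dye fluorescence; Also added: ATP as calcium-mobilizing challenge; Repeats: singlicate.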
M1 PAM parental: nonselective calcium activators in parental CHO-K1 cells, primary screen, counter-screen for M1 PAM project, cell-based, Fluo-8 calcium fluorescence, full deck, 1536-well; activation, % at 3 µM; hit rate 0.02% among 360,000; ATP EC20; 0% at ATP EC20, 100% at ATP max; AID 602247, 2012;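 active means activation above the run cutoff, the mean activation of all test compounds plus 3 SD, cut at about 40% in these data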;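 further: peak over basal fluorescence ratio in a 140 s read after ATP addition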
M1 ag: human M1 muscarinic receptor agonists, primary screen, Fluo-8 calcium fluorescence, CHO-K1 cells, HTS | Muscarinic acetylcholine receptor M1 (Homo sapiens), P11229 | CHO-K1 hM1, agonist mode; 0% DMSO, 100% acetylcholine EC100 | activation, % at 3 µM | hit rate 0.33% among 360,000;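 active means activation above the run's mean compound activation plus 3 SD, cut at about 16% in these data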;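 further: peak over basal fluorescence ratio within a 140 s kinetic read after compound addition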
M1 ag parental: counter-screen for M1 agonists: effect in parental CHO-K1 cells; hit rate 0.48% among 360,000; Fluo-8 calcium fluorescence; scaled to maximal ATP response, vehicle zero; activation, % at 3 µM; in the data active means activation above about 15%;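 further: untransfected CHO-K1 host cells lacking M1 receptor as counterscreen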
* marks the source's active call; other numbers are inactive results; nt = not tested or not shown.

Every second line gives: CHO-K1 Ca antag	CHRM1 antagonist	OXTR potentiator	TAAR1 antag	TAAR1 ag	CHO parental Ca	M1 PAM parental	M1 ag	M1 ag parental
> CC(=O)c1ccc(NC2CC(O)C(O)CO2)cc1 (stereo not given)
 : -2.2	0.5	-9.2	-19.9	2.4	-3.5	2.6	-2.2	0.2
> COc1ccc(NC(=S)NC2CCCCC2)cn1
 : -13.0	10.3	-4.6	-16.7	-0.2	-0.8	-0.8	-5.5	2.2
> COCCNC(=O)c1ccc(NC(=O)C2(c3ccccc3)CCCC2)cc1
 : -8.6	-4.5	1.5	11.0	3.6	-5.7	9.0	-2.0	0.8
> COc1ccc(C(=O)c2ccc(CC(=O)O)s2)cc1
 : 15.3	-2.9	-6.5	-3.4	-1.0	-1.6	-6.6	-2.0	0.0
> COc1ccc(NS(=O)(=O)c2cc(OC)ccc2NC(=O)c2cc(C)oc2C)cc1
 : -8.6	-18.1	-6.0	-11.2	3.1	-15.9	9.5	2.0	0.3
> O=C(O)CCC(=O)N1N=C(c2ccccc2)CC1c1ccc(Br)cc1 (stereo not given)
 : -7.6	-14.9	-2.2	7.1	2.5	6.8	11.6	-2.3	1.0
> COc1ccc2[nH]c3c(c2c1)CN(C)CC3
 : -3.5	-8.3	-3.6	13.7	2.8	-2.1	25.9	-7.1	-0.2
> CC1(C)Cc2cccc(OCC(=O)Nc3ccccc3F)c2O1
 : -2.0	-2.8	-11.2	-9.8	3.1	-19.6	18.6	-2.4	-0.6
> Cc1nn(C)c(C)c1NC(=O)CSc1nc(Cc2ccccc2)nc2c1cnn2-c1ccccc1
 : -24.4	-15.9	-3.5	-8.8	7.7	1.1	20.7	-4.2	0.7
> O=C(C1CCCN(c2ncnc3c2nc2n3CCCCC2)C1)N1CCCCC1 (stereo not given)
 : -4.4	3.8	-1.8	-3.4	-2.1	-23.6	-4.5	-4.0	0.0
> CCn1c(=NC(=O)CS(=O)(=O)c2ccc(F)cc2)sc2cccc(OC)c21
 : 20.8	5.8	-13.2	14.4	2.7	19.7	-10.5	-5.7	0.4
> O=C1CCC([N+](=O)[O-])C(c2ccccc2Br)N1 (stereo not given)
 : -10.1	-6.7	-7.9	-4.5	3.3	4.5	10.7	-3.3	0.8
> O=C(c1cccc(S(=O)(=O)NCc2ccccc2)c1)N1CCN(c2cccc(C(F)(F)F)c2)CC1
 : 2.3	15.0	-13.9	13.8	0.7	-12.1	-20.8	-2.7	1.8
> O=C(Nc1ccccc1)NC1(C(=O)NCCCN2CCOCC2)CCCCC1
 : -15.3	-9.8	-5.8	2.6	1.4	-5.7	18.2	0.7	0.5
> Cc1cc(NC(=O)Nc2cccc(Cl)c2)n(-c2ccccn2)n1
 : 14.8	4.8	-12.7	33.4	7.2	14.2	-12.3	-1.3	10.3
> Cc1ccccc1NC(=O)c1nc[nH]c1C(=O)NCc1ccccc1
 : 7.0	-6.8	-20.6	-6.7	6.3	-10.7	-2.9	-4.1	0.0
> O=S(=O)(c1ccc(F)cc1)c1nc(-c2ccco2)oc1Nc1ccc(F)cc1
 : -0.4	-0.1	-5.0	10.4	3.6	-7.4	20.9	-9.4	2.4
> Cc1noc(C)c1C(=O)OCC(=O)/C=C1\N(C)c2ccccc2C1(C)C
 : -1.6	-3.6	-0.9	7.5	0.2	-1.9	15.0	-2.2	0.2
> CCCCCSc1nc(N2CCOCC2)c2c(c1C#N)CC(C)(C)OC2
 : 1.1	0.8	-11.6	0.4	6.0	-4.3	-3.6	-0.3	0.4
> Cc1nn(-c2ccccc2)c2[nH]c(=O)cc(C(F)F)c12
 : -11.6	-2.9	-3.3	4.7	13.4	-1.4	16.3	-4.9	-0.2

New compounds follow:
Every second line gives: CHO-K1 Ca antag	CHRM1 antagonist	OXTR potentiator	TAAR1 antag	TAAR1 ag	CHO parental Ca	M1 PAM parental	M1 ag	M1 ag parental
> CCN(CC)c1nc(OC)nc(-n2nnc(C(C)=O)c2C)n1
 : -11.1	-12.3	-5.4	-7.6	14.5	-20.6	22.4	-0.3	0.9
> CCCn1c(CCNc2nc(-c3ccc(OC)cc3)cs2)nc2ccccc21
 : -5.8	13.2	-10.7	27.9	2.5	-7.3	-4.7	-7.3	0.1
> COc1cccc(-n2nnc3c(=O)n(Cc4ccccc4F)cnc32)c1
 : -7.0	-0.4	-10.6	1.1	4.0	-18.6	8.4	-4.8	0.6
> COC(=O)c1sc2nc(N3CCCCC3)c3c(c2c1N)CCCC3
 : -5.4	-2.0	-4.7	-70.8	-3.3	-0.4	8.6	-2.8	0.4
> O=C1C2C3C=CC(C3)C2C(=O)N1/N=C/c1ccc(-c2ccccc2[N+](=O)[O-])o1 (stereo not given)
 : 8.3	-3.8	-13.3	14.1	1.0	-6.4	-2.5	-2.2	0.8
> COc1ccc(N2C(=O)NC(NC(=O)c3ccncc3)(C(F)(F)F)C2=O)cc1 (stereo not given)
 : 18.5	-4.6	-1.8	16.3	4.5	-8.0	-13.1	-2.8	-0.8
> Cc1nc2c(nnn2Cc2ccccc2)c(=O)n1-c1ccccc1
 : -10.0	-22.8	-3.5	5.0	7.1	-8.3	14.1	-4.6	1.0
> O=S(=O)(NCCC1=CCCCC1)c1c(Cl)cccc1Cl
 : -12.8	-15.6	-9.9	20.9	-0.5	10.3	20.9	-7.0	0.5
> CC(=O)c1ccc(OCc2cn(CC(=O)c3ccc(O)cc3)nn2)c(C)c1
 : 7.0	21.6	nt	4.5	0.8	nt	-8.2	-4.3	0.0
> CCC(=O)N1CCN(c2ccccc2NC(=O)c2ccc([N+](=O)[O-])o2)CC1
 : -12.2	-4.7	-2.1	17.9	-0.1	-14.8	13.4	-5.1	2.2
> O=C(COC(=O)CCC(=O)c1cccs1)Nc1ccc(Cl)cn1
 : 0.5	-1.2	-12.1	6.0	-0.8	-6.0	-3.3	-4.3	-0.1
> CCc1c(C)sc(NC(=O)c2ccco2)c1C#N
 : -9.2	-18.1	nt	-10.4	3.2	nt	14.4	1.8	0.7
> O=C(Nc1ccccc1SCC1CSc2nc3ccccc3c(=O)n21)c1ccccc1Cl (stereo not given)
 : -6.8	0.3	-11.9	1.2	0.0	-7.8	12.0	-4.6	0.7
> COc1cccc(N2C(=O)Nc3ccc(Br)cc3C2(O)C(=O)NCCCN(C)C)c1 (stereo not given)
 : 2.5	8.0	-6.1	-5.3	2.5	-2.2	-1.9	-3.0	9.2
> CCN(CC)S(=O)(=O)c1cc(NC(=O)CNc2cccc(S(=O)(=O)N3CCCC3)c2)ccc1C
 : 19.0	29.0*	-15.6	nt	nt	45.4*	-3.9	-0.6	6.9
> O=c1c2ccccc2n(CC(O)CN2CCCCC2)c2ccccc12 (stereo not given)
 : -7.5	6.0	-6.1	4.7	2.3	-11.6	-0.3	-9.7	0.5
> CN(C)CCN(C(=O)c1ccc2ccccc2c1)c1nc2cc3c(cc2s1)OCO3
 : -2.4	-4.7	nt	-27.0	1.8	nt	8.5	-0.7	0.1
> COc1cc(CNCc2cccnc2)ccc1OCC(=O)NC1CCCCC1
 : -8.6	-6.7	-6.8	-8.7	1.1	-18.0	-3.9	-4.5	0.1
> CSc1nc2ccc(NC(=O)C3=NNC(=O)CC3)cc2s1
 : -4.9	7.6	-11.3	-23.8	1.1	-7.5	10.4	-6.2	7.1
> O=C(O)c1ccccc1NSc1ccccc1[N+](=O)[O-]
 : -0.4	3.6	-8.8	0.9	-2.9	0.0	-4.9	-8.0	1.0

Compounds above containing a CF3 group (two):
Every second line gives: CHO-K1 Ca antag	CHRM1 antagonist	OXTR potentiator	TAAR1 antag	TAAR1 ag	CHO parental Ca	M1 PAM parental	M1 ag	M1 ag parental
> O=C(c1cccc(S(=O)(=O)NCc2ccccc2)c1)N1CCN(c2cccc(C(F)(F)F)c2)CC1
 : 2.3	15.0	-13.9	13.8	0.7	-12.1	-20.8	-2.7	1.8
> COc1ccc(N2C(=O)NC(NC(=O)c3ccncc3)(C(F)(F)F)C2=O)cc1 (stereo not given)
 : 18.5	-4.6	-1.8	16.3	4.5	-8.0	-13.1	-2.8	-0.8

Following part.
Every second line gives: CHO-K1 Ca antag	CHRM1 antagonist	OXTR potentiator	TAAR1 antag	TAAR1 ag	CHO parental Ca	M1 PAM parental	M1 ag	M1 ag parental
> CC(=O)OC1CCC2(C)C3=CCC4(C)C(C(C)=O)=CCC4C3CCC2C1 (stereo not given)
 : -7.1	-5.5	nt	-18.8	5.8	nt	2.9	3.2	0.3
> COc1ccc(OC(=O)COc2cccc(C)c2)cc1
 : -1.2	-5.2	-4.4	-10.7	2.9	-7.4	7.2	-2.3	0.0
> CC(C)(C)NC(=O)Cn1c(SCC(=O)Nc2nccs2)nc2ccccc21
 : -6.0	-0.4	-3.1	-15.0	3.5	-25.2	7.7	-2.6	0.2
> COc1ccc(/C=C/C(=O)N(CCC(N)=O)c2ccccc2)cc1S(=O)(=O)N1CCOCC1
 : 7.9	-6.5	nt	-16.4	1.4	nt	-2.2	-0.8	1.8
> C=CCn1c(O)c(N=NC(=O)CNC(=O)Cc2ccccc2)c2ccccc21
 : 2.1	-13.7	-3.7	-59.3	3.8	-27.2	-20.3	-4.5	-0.8
> COc1cccc(NC(=O)c2cc(CN3C(=O)c4ccccc4C3=O)ccc2OC)c1
 : -1.0	4.8	-5.1	-11.9	0.4	-22.5	-4.8	-5.3	-1.1
> CCOC(=O)CCCCCCCCC(=O)Nc1ccc(-n2[nH]c(=O)cc2C)cc1
 : -19.1	-9.1	nt	2.1	44.4*	nt	7.9	20.5*	9.8
> CCn1c(NC(=O)C(C)C)c(-c2ccccc2)c(=O)c2ccccc21
 : 11.3	-8.8	-2.4	-7.1	0.4	-11.8	-13.8	-1.2	0.1
> COc1ccc(OC)c(C(C)NC(=O)Nc2ccccc2)c1 (stereo not given)
 : 10.2	-1.2	1.9	9.3	1.7	-16.1	-11.3	-9.8	-0.3
> CN(C)NC(=S)NC(=O)C12CC3CC(CC(C3)C1)C2
 : 4.4	7.8	-3.8	-12.6	1.2	-9.4	-6.8	-6.4	0.2

Rows are unselected. About 4.2% of those tested had a hit in this group.
